Assay outcomes (PubChem)
Nrf2 activator: activators of Nrf2 (ARE) signaling; AREc32 ARE-luciferase reporter (MCF7-derived line), luminescence, 24 h; Potency, µM (highest dose often 46.1 µM), for inactives: at the highest dose activation, most hits filed as activators; actives 0.31% (n = 410,000); also: potency is read from the fitted curve at half-maximal effect; % of control where 0% means no effect; nearly all actives have a fitted effect of over 65% in size
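For detection, Steady-Glo was added and plates sat 30 min at RT; before that, AREc32_Fluc cells grown overnight in OPTI-MEM/5% FBS had been treated with 23 nL compound for 24 hr at 37 deg C.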
Nrf2 inh: Nrf2 pathway inhibition | Potency, µM (titrated, usually from 46 µM), for the others: at the highest dose activity change, negative = inhibition, hits mostly inhibitors | actives 2.1% (n = 360,000) | A549 ARE-Fluc reporter, luciferase luminescence, 18-24 h; also: potency is read from the fitted curve at half-maximal effect; % is scaled to controls: 0 for no effect and ±100 for the full control effect; nearly all actives have a fitted effect of over 60% in size
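In this cell-based qHTS, ARE-driven firefly luciferase in A549 cells reports Nrf2 activity; the luminescent signal after BugLite lysis is the measured value, with a prior CellTiter-Fluor read for cell health.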
EPAC2 ag: agonists of human EPAC2 (RAPGEF4); Q8WZA2; actives 0.079% (n = 360,000); EPAC2 activation, biochemical qHTS; response scale: 100% = 6.5 mM cAMP response; Potency, µM (top dose mostly 154 µM), for inactives: top-dose activation, actives largely listed as activators; also: potency is read from the fitted curve at half-maximal effect; nearly all actives have a fitted effect of over 50% in size
Target sequence (Q8WZA2 whole entry, looked up): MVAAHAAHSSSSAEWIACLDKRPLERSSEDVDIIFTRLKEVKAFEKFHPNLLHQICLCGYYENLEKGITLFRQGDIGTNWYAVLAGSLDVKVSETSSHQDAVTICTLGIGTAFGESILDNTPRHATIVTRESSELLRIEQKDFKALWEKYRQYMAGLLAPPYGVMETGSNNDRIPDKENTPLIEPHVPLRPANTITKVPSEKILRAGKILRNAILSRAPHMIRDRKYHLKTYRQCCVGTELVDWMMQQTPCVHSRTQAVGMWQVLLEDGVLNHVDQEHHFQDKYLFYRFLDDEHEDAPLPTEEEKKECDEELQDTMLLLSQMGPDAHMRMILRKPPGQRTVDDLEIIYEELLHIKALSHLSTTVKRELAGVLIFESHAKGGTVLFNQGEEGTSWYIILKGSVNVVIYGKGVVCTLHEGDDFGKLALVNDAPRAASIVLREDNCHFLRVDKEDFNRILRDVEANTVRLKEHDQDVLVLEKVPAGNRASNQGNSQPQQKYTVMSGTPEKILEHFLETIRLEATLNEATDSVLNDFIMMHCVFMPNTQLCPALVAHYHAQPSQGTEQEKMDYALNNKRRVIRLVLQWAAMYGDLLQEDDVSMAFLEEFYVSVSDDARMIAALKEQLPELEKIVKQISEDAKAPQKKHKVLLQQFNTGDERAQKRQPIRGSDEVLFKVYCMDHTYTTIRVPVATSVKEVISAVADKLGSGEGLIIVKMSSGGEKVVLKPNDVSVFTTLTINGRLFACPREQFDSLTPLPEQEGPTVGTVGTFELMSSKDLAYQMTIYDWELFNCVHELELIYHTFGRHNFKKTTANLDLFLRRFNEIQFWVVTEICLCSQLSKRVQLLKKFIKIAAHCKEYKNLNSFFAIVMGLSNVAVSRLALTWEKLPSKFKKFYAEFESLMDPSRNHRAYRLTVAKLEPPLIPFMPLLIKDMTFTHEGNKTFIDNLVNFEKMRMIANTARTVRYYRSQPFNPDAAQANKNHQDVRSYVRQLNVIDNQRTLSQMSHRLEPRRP
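Readout is BODIPY fluorescence (480 nm excitation, 540 nm emission), which falls as labeled GDP is exchanged off Rap1B. EPAC2 at 100 nM acted on 250 nM RAP1B-BODIPY-GDP with 50 uM GDP present.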
TGFb SMAD3 inh: inhibitors of TGF-b signaling. Potency, µM (titrated, usually from 46.1 µM), for the others: at the highest dose activity, negative = inhibition, usual class: inhibitors. HepG2 CAGA-GFP TGF-b/SMAD3 reporter, GFP fluorescence, 18 h; TGF-beta stimulated, 500 pg/mL final. actives 1.2% (n = 410,000); also: potency is read from the fitted curve at half-maximal effect; % is scaled to controls: 0 for no effect and ±100 for the full control effect; nearly all actives have a fitted effect of over 65% in size
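First, reporter cells (HEPG2 CAGA-GFP) rested 2 h at 37 degrees C. Next, compounds were pinned in and TGF-beta added to 500 pg/mL final. After 18 h, GFP was imaged per cell and summed per well.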
ATXN viability: viability counter-screen for ATXN expression inhibitors | S2 cells (HEK-293 line with an ATXN2-luciferase reporter) viability, CellTiter-Fluor protease fluorescence, 24 h | Potency, µM (highest dose often 56.7 µM), usual class: cytotoxic | actives 0.49% (n = 400,000) | AID 651635; also: potency is read from the fitted curve at half-maximal effect; nearly all actives have a fitted effect of over 40% in size
IL-2 act: IL-2 activation. IL-2 activation reporter assay, cell-based qHTS; stimulated with anti-CD3/CD4/CD28 beads; in transgenic mouse T cells. activation, % (series mostly up to about 46 µM). actives 0.065% (n = 360,000). AID 652025; in the data active = activation above about 50%; inconclusive = mostly about 30% to 49%; also: 0% is about no effect
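Readout is EGFP and DsRed signal by fluorescent plate cytometry after 18 h at 37 degrees C. Transgenic mouse T cells (750/well) received compound for 60 min before bead stimulation (anti-CD3, anti-CD4, anti-CD28); memory T cells served as non-tolerant control.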
HepG2 viability: HepG2 cytotoxicity, counter-screen for TGF-b inhibitors; HepG2 CAGA-GFP viability, ATP luminescence, 18 h; Potency, µM (doses to about 46.1 µM), without a hit: top-dose activity change, negative = cytotoxicity, most hits filed as cytotoxic; actives 0.76% (n = 410,000); AID 588856; also: potency is read from the fitted curve at half-maximal effect; some results filed as inactive show a strong effect at the top dose
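CellTiter-Glo luminescence gave cytotoxicity after 18 hours at 37 degrees C. The cells were HepG2 CAGA-GFP in 1% FBS DMEM, stimulated with 500 pg/mL TGF-beta after compound addition. %Activity was normalised to no-cell wells (complete cell-killing) and DMSO (no toxicity), and curves were fitted and classified.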
A549 viability: counter-screen for Nrf2 inhibitors: cytotoxicity in A549 cells | A549 ARE-Fluc cells, CellTiter-Fluor viability, 18-24 h | Potency, µM (titrated, usually from 46 µM), for inactives: at the highest dose activity change, negative = cytotoxicity, most hits filed as inhibitors | actives 0.16% (n = 390,000); also: potency is read from the fitted curve at half-maximal effect; % is scaled to controls: 0 for no effect and ±100 for the full control effect
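A549 ARE_Fluc cells in 5% FBS OPTI-MEM were exposed to compounds in concentration-response for 18-24 h at 37 deg C. Viability was read by CellTiter-Fluor fluorescence (Ex 405/Em 525) after 30 min, before the luciferase read.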
ATXN2 expr inh: inhibitors of ATXN2 expression | HEK-293 ATXN2-luciferase reporter, luminescence, 24 h | Potency, µM (top dose mostly 57 µM), for inactives: top-dose activity change, negative = inhibition, usual class: inhibitors | actives 0.72% (n = 360,000) | AID 1745845; also: potency is read from the fitted curve at half-maximal effect; % is scaled to controls: 0 for no effect and ±100 for the full control effect; nearly all actives have a fitted effect of over 55% in size
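qHTS (up to 57 uM final) was run with 24 h compound exposure of reporter cells at 37 °C. Each well was multiplexed: SteadyGlo luminescence measured ATXN2-luciferase expression after a fluorogenic Gly-Phe-AFC viability readout (25 uM final).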
* marks the source's active call; other numbers are inactive results; i = inactive; ? = inconclusive; nt = not tested or not shown; & = joins results of further samples; [ ] = dose if it differs, or a comment. Unless noted, calls follow the shape of the dose curve; as a rule, active = well fitted curve in the direction sought with a large enough effect; inconclusive = small, poorly fitted or top-dose-only effect, or another doubt; inactive = no such curve, though single readings can be large; an effect the other way counts as inactive or inconclusive. Outcome played no part in choosing rows (roughly 4.3% active in at least one column).

SMILES | Nrf2 activator | Nrf2 inh | EPAC2 ag | TGFb SMAD3 inh | ATXN viability | IL-2 act | HepG2 viability | A549 viability | ATXN2 expr inh
O=C1c2ccc3c4c(ccc(c24)C(=O)N1CCCCO)C(=O)N(CCCCO)C3=O | -2.3% | ? | 0% | 2.5µM* | ? | -0.4 | 3.2µM* | 18µM* | ?
O=C(COC(=O)c1c2c(nc3ccccc13)CCCC2)c1cccs1 | 12% | -7% | 24% | -13% | i | -1.8 | -13% | -9% | -17%
COc1ccc(NC(=O)COC(=O)c2ccc3ccccc3n2)c(OC)c1 | -0.1% | 10% | -5% | 16% | ? | -1.8 | 2% | 5% | 5%
COc1ccc(C2C(C(=O)OCC(=O)NC(C)(C)C)CCC(=O)N2c2ccc(C)cc2)cc1OC (configuration not stated) | 0.0% | -2% | -1% | 10% | i | -3.1 | 5% | 1% | -7%
Fc1ccc(-c2nc3c(Cl)cc(C(F)(F)F)cn3c2Cl)cc1 | 13% | ? | -11% | ? | i | -2.7 | -26% | 11% | 78%[activator]
CC(C)(C)C1CCC(=NOC(=O)c2ccc(F)cc2)CC1 (configuration not stated) | -0.8% | -7% | 7% | -3% | i | -4.4 | -18% | 2% | ?
O=Cc1cn(CCC(=O)O)nc1-c1cccc(Cl)c1 | 0.3% | 4% | 5% | 4% | i | -0.2 | 7% | 1% | 0%
C=CCn1c(-c2ccccc2)n[nH]c1=S | -1.0% | 6% | -1% | 0% | i | 0.0 | 8% | -5% | 1%
CCN1CC(CN(C)Cc2nc(-c3ccc(OC)c4ccccc34)oc2C)CC1=O (configuration not stated) | 3.0% | 0% | 0% | -10% | i | -1.2 | -26% | 3% | -14%
CCn1c(C)nnc1SCC(=O)Nc1cccc(C(F)(F)F)c1 | 0.2% | -11% | -1% | -13% | i | -0.8 | 1% | -6% | -13%
CC(NC(=O)CCSCc1ccccc1F)c1ccccc1 (configuration not stated) | 3.4%&4.5% | ? | -2% | -4%&-5% | i | -5.8 | -8%&-13% | 8%&9% | 45%[activator]
Cc1cc(C)c(NC(=O)CN2C(=O)NC3(CCOc4ccccc43)C2=O)c(C)c1 (configuration not stated) | -0.8% | ? | 6% | 0% | i | -1.2 | -5% | 5% | -13%
Cc1ccc(S(=O)(=O)N2CCOCC2)cc1C(=O)NCC1CCCO1 (configuration not stated) | -0.4% | -2% | 10% | 13% | i | -1.7 | 4% | 10% | -9%
CCN1CCN(c2ccc(S(=O)(=O)N3CCCCC3)cc2NC(=O)COc2ccc(F)cc2Cl)CC1 | 3.6% | -11% | -2% | -17% | i | -4.4 | -30% | -20% | ?
COc1ccc(-c2nc(CSCC(=O)NC3CCN(Cc4ccccc4)CC3)c(C)o2)cc1OC | 0.0% | 4% | 5% | -27% | ? | -0.5 | -20% | 1% | nt

Ordered by the number under TGFb SMAD3 inh (falling): some entries from above.
molecule | TGFb SMAD3 inh
COc1ccc(NC(=O)COC(=O)c2ccc3ccccc3n2)c(OC)c1 | 16%
O=Cc1cn(CCC(=O)O)nc1-c1cccc(Cl)c1 | 4%
C=CCn1c(-c2ccccc2)n[nH]c1=S | 0%
CC(C)(C)C1CCC(=NOC(=O)c2ccc(F)cc2)CC1 (configuration not stated) | -3%

The main list resumes with the three entries that preceded the break.
SMILES | Nrf2 activator | Nrf2 inh | EPAC2 ag | TGFb SMAD3 inh | ATXN viability | IL-2 act | HepG2 viability | A549 viability | ATXN2 expr inh
Cc1ccc(S(=O)(=O)N2CCOCC2)cc1C(=O)NCC1CCCO1 (configuration not stated) | -0.4% | -2% | 10% | 13% | i | -1.7 | 4% | 10% | -9%
CCN1CCN(c2ccc(S(=O)(=O)N3CCCCC3)cc2NC(=O)COc2ccc(F)cc2Cl)CC1 | 3.6% | -11% | -2% | -17% | i | -4.4 | -30% | -20% | ?
COc1ccc(-c2nc(CSCC(=O)NC3CCN(Cc4ccccc4)CC3)c(C)o2)cc1OC | 0.0% | 4% | 5% | -27% | ? | -0.5 | -20% | 1% | nt
O=C(COC(=O)c1ccccc1Br)NCCC1=CCCCC1 | 2.2% | 21% | 13% | -6% | i | -0.1 | 8% | 9% | 6%
O=C(Nc1ccccc1F)c1ccc(CNS(=O)(=O)c2cccc(C(F)(F)F)c2)cc1 | -0.7% | nt | -4% | -10% | i | 0.3 | -44% | 0% | 6%
CC(C)CC(=O)N1CCC(N2CCN(c3ccccc3)CC2)CC1 | 0.0% | 4% | 0% | -5% | i | -0.3 | -12% | -1% | -4%
CN1C(=O)c2cccc3c(S(=O)(=O)Nc4ccc(O)c(C(=O)O)c4)ccc1c23 | -0.3% | 10% | -2% | -1% | i | 0.9 | 22% | -5% | -37%
COC(=O)Cc1c(O)ccn(CCc2c[nH]c3ccccc23)c1=O | 0.1% | 0% | 4% | -2% | i | 0.3 | 17% | -6% | -5%
c1ccc(-c2nc3c4ccccc4ccn3c2CC2CCCCC2)cc1 | 9.7% | nt | 4% | nt | i | 0.0 | nt | nt | 17%
CC(=O)NC[C@H]1O[C@@H](n2ccc(N)nc2=O)[C@H](O)[C@@H]1O | -0.1% | nt | -2% | 8% | i | 0.1 | 12% | nt | 2%
CCCc1nn(C)c2c1C(c1ccncc1)C(C#N)=C(N)O2 (configuration not stated) | 9.4% | nt | 13% | 0% | i | 0.3 | -20% | -6% | -9%
O=C(Nc1ccc(CN2CCCCC2)cc1)c1ccc(Br)o1 | 0.7% | ? | 12% | -4% | i | 0.9 | 3% | 15% | 26%
CC(=O)c1nc(N2C(=O)CC(Cc3ccc(C)cc3)C2=O)sc1C (configuration not stated) | -0.6% | -7% | 3% | 3% | i | -0.7 | 6% | -1% | -4%
COc1cccc(CN(C)C(=O)c2cccc(S(=O)(=O)N3CCN(c4ccc(F)cc4)CC3)c2)c1OC | 0.4% | 8.2µM* | 20% | ? | i | -2.5 | -5% | ? | ?
COC(=O)C1=C[C@@H](C(=O)OC)[C@@H]2C3=C(C(=O)[C@@]2(C)NC(=O)c2ccccc2)[C@H](c2ccccc2)[C@@H]2C(=O)NC(=O)[C@@H]2[C@@H]3C1 | 1.2% | -5%&6% | 7% | 12%&-1% | i | 1.8 | 11%&2% | 0%&-7% | 6%
COc1ccc(-c2n[nH]c(C)c2-c2ccc(Cl)cc2)c(O)c1OC | -0.5% | 4% | 5% | -7% | i | -3.5 | 18µM* | 0% | -13%
O=S1(=O)CCN(Cc2ccc(F)cc2)CC1 | 0.0% | -16% | 5% | 6% | ? | -1.5 | 9% | 5% | -14%[11.3 µM]
CN(CC(=O)O/N=C(\N)c1ccccn1)S(=O)(=O)c1cc(Cl)ccc1Cl | 0.5% | ? | 3% | -24% | i | -2.1 | -9% | 2% | -6%
CCOC(=O)C1=C(CS(=O)(=O)c2ccc(C)c(C)c2)NC(=O)NC1c1ccccc1OCC (configuration not stated) | 0.7% | 11% | nt | ? | i | nt | -30% | -1% | -2%
CCCCc1nc(NCc2ccccc2)c(C#N)c2c1COC(C)(C)C2 | -0.4% | nt | -3% | 23% | i | 0.3 | -20% | -10% | -9%
CCOc1ccc(S(=O)(=O)N(C)c2ccc(OCC(=O)NCc3ccc(C(=O)OC)cc3)cc2)cc1 | -0.2% | -8% | 15% | 0% | i | 0.4 | 6% | 0% | -13%
CC(C)(C)c1cc[n+](/C(C(=S)NC2CC2)=C(/[O-])c2ccc(Cl)s2)cc1 | 3.3% | 8% | 9% | 18% | i | -2.3 | -2% | 2% | -2%
COc1ccc(S(=O)(=O)N2CC(O)CC2C(=O)Nc2cccnc2)cc1 (configuration not stated) | -0.1% | 6% | 4% | 17% | i | -2.1 | 16% | 1% | -4%
NC(=O)c1cccc(-c2csc(C(O)c3ccccc3)n2)c1 (configuration not stated) | 9.1% | nt | 5% | 3% | i | -0.7 | 5% | nt | 17%
Cc1ccc(CNC(=O)c2cnc(-c3ccccn3)nc2C(F)(F)F)cc1 | -0.1% | -1% | -20% | 10% | i | -1.8 | -13% | 0% | 14%
CSc1cccc(NC(=O)CCCOc2ccc(Cl)cc2Cl)c1 | -0.4% | -18% | -8% | -1% | i | -0.4 | 5% | -4% | -9%
COc1cccc(NC(=O)CN(C)C(=O)c2cc(-c3ccc(C)o3)nc3ccccc23)c1 | 5.1% | -20% | 12% | 5% | i | 0.7 | -14% | -10% | nt
Cc1ccc(C)c(N2CCN(C(=O)CCCCn3c(=O)[nH]c4ccccc4c3=O)CC2)c1 | -0.3% | ? | 1% | 5% | i | 0.3 | -5% | -21% | -14%
COCCN(C(=O)c1cc(Cl)nc2ccccc12)c1c(N)n(Cc2ccccc2)c(=O)[nH]c1=O | -0.4% | -11% | 0% | 7% | i | 0.4 | 11% | 0% | 13%
CCS(=O)(=O)N1CCC(C(=O)O)CC1 | 3.3% | -6% | 1% | 3% | i | 0.2 | 7% | 0% | -7%
CCCCOC(=O)c1ccc(NC(=O)C2CCCO2)cc1 (configuration not stated) | 3.1% | 10% | 1% | 2% | i | -1.2 | -26% | -1% | 44%[activator]
O=C(NCCc1ccccc1)c1cnc2n(c1=O)CCS2 | -0.6% | ? | 11% | 2% | i | -3.1 | 2% | 6% | 12%
